# AmpC inh no detg: blocks E. coli AmpC beta-lactamase in detergent-free assay; P00811; AmpC nitrocefin hydrolysis, absorbance 480 nm, 0.0001% Triton; Potency, µM (top dose mostly 57.1 µM), for inactives: top-dose activity change, negative = inhibition, usual class: inhibitors; actives 0.52% (n = 330,000); AID 485341;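 note: potency is the fitted concentration of half-maximal effect; plate controls were no compound for no effect and no enzyme for full effect; nearly all actives have a fitted effect of over 20% in size; some results filed as inactive show a strong effect at the top dose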
# Target sequence (P00811 whole entry, looked up): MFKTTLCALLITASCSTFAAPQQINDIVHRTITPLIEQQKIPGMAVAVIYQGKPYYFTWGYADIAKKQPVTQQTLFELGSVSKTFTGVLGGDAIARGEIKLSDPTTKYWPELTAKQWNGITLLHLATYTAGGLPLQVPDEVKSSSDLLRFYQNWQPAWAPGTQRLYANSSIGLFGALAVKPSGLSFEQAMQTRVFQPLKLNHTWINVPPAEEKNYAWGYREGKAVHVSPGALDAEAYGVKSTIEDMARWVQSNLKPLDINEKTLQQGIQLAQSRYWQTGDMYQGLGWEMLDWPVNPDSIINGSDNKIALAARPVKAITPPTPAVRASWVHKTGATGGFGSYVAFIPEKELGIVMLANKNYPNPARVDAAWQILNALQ
#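 20 mM phosphate pH 7.0 + 0.01% (detergent screen) or 0.0001% Triton X-100; 5.3 nM AmpC reagent; cpd preinc 15 min RT; nitrocefin (800 uM stock) to start; A480 q20 s × 4 min; Activity was normalised to no-enzyme and no-compound control wells.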
# Giardia FBPA inh: Giardia lamblia aldolase inhibition | actives 0.71% (n = 290,000) | Potency, µM (highest dose often 59.6 µM), inactives show at the top dose activity, negative = inhibition, usual class: inhibitors | A8B2U2 | purified Giardia FBPA; note: potency is the fitted concentration of half-maximal effect; nearly all actives have a fitted effect of over 55% in size
# Target sequence (A8B2U2 whole entry, looked up): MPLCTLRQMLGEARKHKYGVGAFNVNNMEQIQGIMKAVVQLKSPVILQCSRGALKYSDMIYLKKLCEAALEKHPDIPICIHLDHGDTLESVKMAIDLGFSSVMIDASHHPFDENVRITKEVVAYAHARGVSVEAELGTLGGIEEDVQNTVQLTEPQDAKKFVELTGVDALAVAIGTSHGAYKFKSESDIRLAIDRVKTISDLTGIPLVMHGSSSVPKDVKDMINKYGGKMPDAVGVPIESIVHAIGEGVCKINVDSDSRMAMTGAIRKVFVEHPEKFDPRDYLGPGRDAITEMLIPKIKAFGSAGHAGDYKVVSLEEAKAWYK
#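 40 nM FBPA preincubated 10 min at RT with compound (up to 57.5 uM final), then substrate plus GAPDH/TPI/NAD/arsenate coupling and diaphorase/resazurin added. Fluorescence read after 20 min at RT, 525/598 nm.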
# HCMV antiviral: inhibitors of human cytomegalovirus | HFF cells, HCMV-luciferase reporter, 72 h; stronger effect = lower value | activity change, negative = inhibition, % at 57.5 µM | actives 4.5% (n = 410,000) | AID 1259415; in the data active = activity change below about -60%; inconclusive = no clear call, values can overlap the other calls; inactive = above about -39%
#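 Compounds were evaluated in HFFs infected with an HCMV luciferase reporter virus (MOI 1 PFU/cell). Luciferase in lysates collected 72 h post infection served as the replication measure.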
# Sm TGR inh: S. mansoni TGR enzyme inhibition | Potency, µM (series often up to 114 µM), inactives show at the top dose activity change, negative = inhibition, usual class: inhibitors | actives 3% (n = 360,000) | purified TGR, DTNB reduction, TNB absorbance 405 nm | Q962Y6; note: potency is the fitted concentration of half-maximal effect; nearly all actives have a fitted effect of over 60% in size
#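 TGR 20 nM + NADPH 100 uM (dispensed conc.), cpd preinc 15 min RT; start with NADPH (500 uM addition) then DTNB (15 mM addition). Kinetic TNB absorbance, 405 nm filter. Four-parameter Hill fit across titration.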
# AmpC inh detg: AmpC beta-lactamase inhibition with detergent present | AID 485294 | AmpC hydrolysis of nitrocefin, absorbance 480 nm, 0.01% Triton | actives 0.041% (n = 370,000) | Potency, µM (series often up to 114 µM), inactives show top-dose activity change, negative = inhibition, hits mostly inhibitors;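 note: potency is the fitted concentration of half-maximal effect; 0% = no-compound wells and -100% = no-enzyme wells; nearly all actives have a fitted effect of over 25% in size; some results filed as inactive show a strong effect at the top dose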
#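 20 mM phosphate pH 7.0 + 0.01% (detergent screen) or 0.0001% Triton X-100; 5.3 nM AmpC reagent; cpd preinc 15 min RT; nitrocefin (800 uM stock) to start; A480 q20 s × 4 min; Activity was normalised to no-enzyme and no-compound control wells.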
# HCV inhibitor: blocks hepatitis C virus; Huh7.5.1 HCVcc-Cre infection, luciferase reporter, 44 h; Potency, µM (doses to about 41.8 µM), for inactives: at the top dose activity change, negative = inhibition, hits mostly inhibitors; actives 3.4% (n = 340,000); note: potency is the fitted concentration of half-maximal effect
#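 Cells seeded at 1,000/well and cultured 4 h, then compounds added followed by HCVcc-Cre virus (~0.5 moi). After 44 h further culture, luciferase substrate was added, plates held 15 min at room temperature, and luminescence read for 15 sec.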
# The depositor's hits bear a star; ? = inconclusive; nt = not tested or not shown; & = joins results of further samples; [ ] = remark or other dose. Unless noted, calls come from the whole dose curve; as a rule, active = well fitted curve in the direction sought with a large enough effect; inconclusive = small, poorly fitted or top-dose-only effect, or another doubt; inactive = no such curve, though single readings can be large; an effect the other way counts as inactive or inconclusive. Unless noted, % is set by controls: 0 for no effect and ±100 for the full control effect. The order is random; overall some 9.9% were active at least once.
SMILES,Sm TGR inh,HCMV antiviral,AmpC inh no detg,AmpC inh detg,HCV inhibitor,Giardia FBPA inh
CCOc1ccc(CN(C)C(C)C(=O)Nc2ccc([N+](=O)[O-])cc2Cl)cc1OC (configuration not stated),1.7%,?,-19.2%,?,9.1%,-0.7%
CCCS(=O)(=O)N1CC(=O)N(c2ccccc2F)C(C)(C(=O)NC2CCCCCC2)C1 (configuration not stated),2.9%,0.0,nt,19.5%,nt,nt
O=C(COC(=O)Cc1cccs1)Nc1ccccc1,0.0%,15.6,-17.3%,?,17.5%,2.4%
O=C(/C=C/c1cccc(Br)c1)NC1CCN(Cc2ccccc2)CC1,-14.2%,?,47.4%,-0.4%,?,5.7%
Cc1nc2ccn(Cc3cccs3)c(=O)c2cc1C(=O)NCc1ccccc1,-5.2%,1.4,nt,0.3%,nt,nt
O=C(Cc1ccc([N+](=O)[O-])cc1)NCc1ccccc1Cl,1.0%,-4.0,-17.8%,-10.0%,14.7%,2.9%
Cc1ccc2nc(N3CCN(c4cccc(C(F)(F)F)c4)CC3)c3nnnn3c2c1,1.4%,-33.5,nt,13.7%,nt,nt
CN(CCC1CCCCO1)C(=O)CCc1nnc(CCCCc2ccccc2)o1 (configuration not stated),-12.2%[57.1 µM],-24.0,147.2%[activator],1.8%,0.2%,1.7%
CCOc1ccccc1NC(=O)Cn1nnc2sc(-c3ccccc3)cc2c1=O,-9.7%,-9.7,nt,0.0%,nt,nt
O=C(NCCN1CCN(c2ccccc2)CC1)c1cccn2c(=O)c3ccccc3nc12,-0.3%,-34.0,0.7%,-4.0%,?,0.0%
CCOc1ccc(CC(=O)Nc2ccc(S(=O)(=O)N3CCCC3)cc2)cc1,8.9%,-39.0,-52.7%,1.4%,-7.7%,nt
O=C1OC(c2ccccc2)/C(=C(/O)c2ccccc2)C1=O (configuration not stated),-15.5%,10.6,-16.8%,0.7%,7.4%,6.0%
C=CCn1c(SCC(=O)NC2CC2)nnc1-c1cccs1,0.2%,2.5,-22.8%,0.0%,2.0%,nt
Cc1ncc([N+](=O)[O-])n1CC(=O)Nc1ccc(Cl)cc1,0.8%,35.4,-5.8%,1.1%,25.5%,-3.1%
CC(C)CCn1c(SCCc2ccccc2)nc2c1c(=O)[nH]c(=O)n2C,-15.3%,-19.1,-18.9%,?,-6.2%,4.0%
CCO[C@H]1OC(C(=O)Nc2ccccc2)=C[C@@H](C2CC2)[C@@H]1CCCO,10.6%,7.9,41.2%,4.7%,-29.2%,8.5%
CCNC(=O)c1cc2c(=O)n3cccc(C)c3nc2n(CCc2ccccc2)c1=N,-9.2%,-102.9*,-0.7%,-0.7%,?,5.5%
Cn1c(CN2CCCCC2)c(C#N)c2ccccc21,-27.2%,-38.2,-12.8%,-7.6%,?,3.8%
COc1ccc(Cl)cc1C(=O)NNC1CC(=O)N(Cc2ccc(Cl)cc2)C1=O (configuration not stated),-0.8%,-37.2,-32.7%,-11.7%,0.7%,-0.7%
CN1CCc2c1nc1ccccc1c2NC(=O)CN1CCCC1,-4.3%,33.1,-19.4%,-15.4%,-2.9%,17.8µM*

# Two compounds from above, limited to AmpC inh detg and Sm TGR inh:
SMILES,AmpC inh detg,Sm TGR inh
O=C(NCCN1CCN(c2ccccc2)CC1)c1cccn2c(=O)c3ccccc3nc12,-4.0%,-0.3%
CCOc1ccc(CC(=O)Nc2ccc(S(=O)(=O)N3CCCC3)cc2)cc1,1.4%,8.9%

# Going on with the list:
SMILES,Sm TGR inh,HCMV antiviral,AmpC inh no detg,AmpC inh detg,HCV inhibitor,Giardia FBPA inh
O=C1CCC/C1=C/Nc1cccc(F)c1,?,13.6,-16.4%,-8.9%,-10.1%,-13.9%
O=C(O)c1ccc(COc2c(F)c(F)c(F)c(F)c2F)o1,44.7µM*,18.5,-16.0%,-9.3%,14.3%,27.3%
O=C(Nc1ccc(S(=O)(=O)NC2=NCCCCC2)cc1)c1ccc(C(F)(F)F)cc1,-13.2%,-66.9*,-3.0%,-6.3%,?,-6.1%
C1CCC(NC2CCCCC2)CC1,5.7%,19.6,-15.5%,0.3%,?,nt
Cc1cc(C)c2nc(NC(=O)C3CSC4(C)CCC(=O)N34)sc2c1 (configuration not stated),-11.4%,?,-9.0%,5.4%,?,nt
COc1cccc(-c2[nH]nc3c2C(c2ccoc2)C(C#N)=C(N)O3)c1 (configuration not stated),-22.1%,-24.6,-28.7%,?,-6.2%,?
C/C(=N\NC(=S)Nc1ccc(C)cc1)c1cc2ccccc2o1,9.2%,-35.4,-46.1%,8.8%,10µM*,-4.6%
CN1CC2=Cc3ccccc3OC23Oc2ccccc2C=C3C1,-15.7%,-80.1*,0.8%,-17.7%,-27.6%,?
O=C(/C=C/c1ccco1)Nc1ccc2c(c1)OCO2,14.1µM*,?,-26.0%,-6.3%,-7.7%,-16.8%
CCOc1ccc(CCNC(=O)c2ccc3c(c2)NC(=O)C2CCCN32)cc1OCC (configuration not stated),50.1µM*,nt,-14.6%,-9.8%,nt,-7.3%
Cc1ccc(NC(=O)CN(C)C(=O)CCC(=O)c2cccs2)cc1,-20.7%,-6.1,-24.7%,-5.2%,-1.1%,-4.4%
CC(C)(C)[C@H]1C=C(C(=O)N2CCN(Cc3ccc4c(c3)OCO4)CC2)O[C@@H](OCCCCO)C1,2.5%,?,173.2%[activator],-6.7%,12.5%,-5.8%
Cc1nc(CSc2nc3[nH]ncc3c(=O)n2-c2ccccc2)cs1,-1.9%,-22.1,-33.1%,-10.7%,-4.2%,13.4%
Cc1cc(C)cc(NC(=O)COC(=O)CCC2CCCC2)c1,-0.9%,-2.3,-20.8%,-17.4%,4.9%,nt
O=C(Nc1ccnc(-c2cccnc2)n1)c1ccc(F)cc1,nt,nt,-10.4%,5.9%,nt,3.9%
CCn1c(=N)n(CC(=O)c2ccc(OC)cc2)c2ccccc21,2.1%,22.8,17.4%,1.5%,-14.7%,7.7%
CSc1nc(NC(C)=O)nc(C)c1Br,-4.5%,-25.4,-21.4%,-5.1%,6.4%,-1.7%
COCCNC(=O)C(c1ccc(F)cc1)N(C(=O)CCC(=O)Nc1nccs1)c1ccc(C)cc1 (configuration not stated),1.3%,-32.4,197.6%[activator],1.3%,8.8%,4.9%
O=C(O)CN=CC1=C(O)CC(c2ccccc2)CC1=O (configuration not stated),4.8%,13.2,-15.4%,?,7.6%,12.8%
COCCNC(=O)c1ccc2c(c1)N=C(C)c1cc(C)ccc1S2,6.6%,-83.7*,nt,16.9%,nt,nt
CCOc1ccccc1C(=O)NC1CC2CCCC(C1)N2Cc1ccccc1 (configuration not stated),-12.4%,-5.2,-43.5%,1.6%,?,6.2%
O=C(Nc1ncccn1)c1cc(-c2cccc(Br)c2)nc2ccccc12,8.7%,?,90.5%[activator],-0.2%,?,1.6%
CC(C)(C)c1ccc(C(=O)Nc2cccc([N+](=O)[O-])c2)cc1,-3.9%,14.4,-42.5%,?,?,-22.4%
CCOC(=O)c1[nH]c(C)c(C(=O)N(C)Cc2ccccc2)c1C,2.4%,17.1,24.4%,2.4%,13.8%,5.7%
O=c1c2c([N+](=O)[O-])cc([N+](=O)[O-])cc2sn1-c1ccc(Br)cc1,?,nt,-41.7%,?,?,?
Cc1cc(C)cc(NC(=O)CSc2nc(=O)n3cc(C)ccc3n2)c1,1.8%,?,-20.2%,?,-27.1%,nt
CC(C)(C)NCCOc1ccc2ccccc2c1,3.3%,-5.0,-4.6%[2.29 µM],-1.0%,-18.4%,-4.3%
COc1cc(N2C(=O)CSC23C(=O)N(Cc2cccc(F)c2)c2ccccc23)cc(OC)c1OC (configuration not stated),-1.7%,-7.2,nt,16.7%,nt,nt
CCc1nnc(NC(=O)c2nc(SCc3ccc(F)cc3)ncc2Cl)s1,5.8%,17.3,nt,15.1%,nt,nt
CCOC(=O)c1ccc(NC(=O)CSc2c(C(C)C)cnc3c2c(=O)n(C)c(=O)n3C)cc1,-1.2%,18.5,nt,-13.7%,nt,nt
Cc1ccc(S(=O)(=O)n2c([N+](=O)[O-])cnc2C)cc1C,0.3%,19.2,-4.7%,3.3%,-9.1%,-2.5%
COc1ccccc1CCNc1ncnc2c1nnn2C,7.6%,-27.7,nt,-0.8%,nt,nt
CC(C)(C)OC(=O)C[C@@H]1C/C=C\C[C@H](CC(=O)N(CCO)Cc2ccccc2)C(=O)N2CCC[C@H]2COC1=O,nt,-0.3,157.0%[activator],nt,1.12µM*,nt
CCC(=O)NC(c1cccs1)c1cc([N+](=O)[O-])c2cccnc2c1OC (configuration not stated),39.8µM*,-86.5*,131.5%[activator],?,nt,nt
CCOC(=O)c1nc2ccccc2c(=O)n1-c1ccc(C)cc1C,-4.0%,?,3.5%,3.3%,-7.1%,0.9%
Cc1nc(CS(=O)(=O)c2ccccc2)cc(Sc2ccc(Cl)cc2Cl)n1,-0.5%,-20.5,55.4%[activator],1.9%,?,-1.5%
O=C(NCCN1CCCCC1)/C(=N\O)c1ccccc1,3.3%,23.3,-7.5%,2.5%,1.5%,6.1%
O=C(COc1ccccc1)N(Cc1cccnc1)c1nc2c(F)cccc2s1,0.5%,0.0,nt,3.0%,nt,nt
CC(NC(=O)c1ccc(Cn2cc([N+](=O)[O-])cn2)o1)c1ccccc1 (configuration not stated),6.0%,2.1,-1.8%,1.7%,4.5%,nt
CCOc1ccc(C(=O)OC(C)CN2CCCCC2)cc1 (configuration not stated),2.7%,0.7,-17.8%,-9.2%,7.1%,?

# The last 2 entries of the part above lead into the next.
SMILES,Sm TGR inh,HCMV antiviral,AmpC inh no detg,AmpC inh detg,HCV inhibitor,Giardia FBPA inh
CC(NC(=O)c1ccc(Cn2cc([N+](=O)[O-])cn2)o1)c1ccccc1 (configuration not stated),6.0%,2.1,-1.8%,1.7%,4.5%,nt
CCOc1ccc(C(=O)OC(C)CN2CCCCC2)cc1 (configuration not stated),2.7%,0.7,-17.8%,-9.2%,7.1%,?
O=C(c1cccs1)N1CCN(c2ccc([N+](=O)[O-])cc2F)CC1,4.3%,69.1,-24.8%,1.5%,-9.1%,5.9%
CCOC(=O)c1ccc(NC(=O)CCc2c(C)nc3c(c(C)nn3C)c2C)cc1,-9.9%,-3.6,nt,-2.0%,nt,nt
COc1ccc(N=C2NC(=O)S/C2=C\c2ccc(N(C)C)cc2)cc1,0.8%,4.1,-56.0%,?,-25.4%,3.0%
CN(C)/C=C/C(=O)c1ccc(F)cc1F,1.2%,-7.2,-20.9%,-0.9%,8.8%,4.5%
CCCNC(=O)C(=O)NCC(c1ccc2c(c1)OCO2)N1CCN(c2ccc(F)cc2)CC1 (configuration not stated),5.4%,-17.0,70.7%[activator],0.4%,?,-0.3%
CCN(CC)CCOC(=O)C(O)(c1ccccc1)c1ccccc1,-6.2%,-22.2,-9.3%,?,11.1%,0.2%&-0.9%&-2.7%

# Source: PubChem (National Center for Advancing Translational Sciences (NCATS))
